# MBD2 DNA inh: blocks human MBD2 binding to methylated DNA; AID 686964; inhibition, % at 4.4 µM; TR-FRET, MBD2 binding to methylated oligonucleotide; 370,000 compounds, 0.31% hits; in the data active = inhibition above about 13%
# HTRA1 inhibitor: blocks human HTRA1 serine peptidase; 340,000 compounds, 0.5% hits; inhibition, % at 5.96 µM; AID 504803; recombinant HTRA1, FP-rhodamine activity-based probe, fluorescence polarization; Q92743; in the data active = inhibition above about 36%;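 also: 0% = enzyme with DMSO and 100% = wells lacking enzyme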
# Target sequence (Q92743 whole entry, looked up): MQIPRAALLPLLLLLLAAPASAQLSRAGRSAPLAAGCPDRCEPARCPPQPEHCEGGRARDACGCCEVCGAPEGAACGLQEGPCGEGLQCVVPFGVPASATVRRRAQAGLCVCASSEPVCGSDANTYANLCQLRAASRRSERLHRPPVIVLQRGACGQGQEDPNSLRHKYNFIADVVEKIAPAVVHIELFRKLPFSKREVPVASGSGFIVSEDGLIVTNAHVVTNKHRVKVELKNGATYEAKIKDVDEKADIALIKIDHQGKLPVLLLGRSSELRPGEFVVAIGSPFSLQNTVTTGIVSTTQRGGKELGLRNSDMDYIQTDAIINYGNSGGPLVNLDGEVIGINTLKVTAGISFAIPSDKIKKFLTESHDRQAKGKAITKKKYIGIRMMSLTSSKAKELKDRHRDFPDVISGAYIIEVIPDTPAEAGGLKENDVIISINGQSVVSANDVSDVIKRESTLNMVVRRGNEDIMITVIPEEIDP
# PG9 binder: PG9 antibody binding by small molecule | inhibition, % at 6.7 µM | AID 624416 | TR-FRET gp120-PG9 antibody binding | 360,000 compounds, 0.43% hits; in the data active = inhibition above about 8.5%
# mABHD4 FP: ABHD4 (mouse) inhibition, primary FP screen. purified mABHD4, FP-Rh probe fluorescence polarization. 370,000 compounds, 0.54% hits. inhibition, % at 8.92 µM;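 active = inhibition exceeding the mean over every tested compound plus 3 SD, cut at about 30% in these data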;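 also: 0% = plate median of compound wells and 100% = S159A mutant with DMSO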
# Target sequence (Q8VD66 whole entry, looked up): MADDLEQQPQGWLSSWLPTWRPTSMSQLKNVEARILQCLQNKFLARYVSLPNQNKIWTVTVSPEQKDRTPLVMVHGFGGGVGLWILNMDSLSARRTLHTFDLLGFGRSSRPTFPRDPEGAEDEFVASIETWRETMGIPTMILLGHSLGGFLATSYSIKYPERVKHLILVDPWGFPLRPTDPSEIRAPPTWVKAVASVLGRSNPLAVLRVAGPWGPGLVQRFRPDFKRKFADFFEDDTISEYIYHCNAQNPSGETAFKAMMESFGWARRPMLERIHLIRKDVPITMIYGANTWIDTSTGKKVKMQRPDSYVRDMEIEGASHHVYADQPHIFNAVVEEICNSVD
#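 Test system: mouse ABHD4 enzyme, wild type. Reagent: FP-Rh fluorescent activity-based probe, added after compound pre-incubation. Timing: pre-incubation 45 min, probe exposure 60 min, at 25 °C. Technique: FP readout, ex 525 nm / em 598 nm. Benchmarks: high control S159A mutant with DMSO, low control median of compound wells.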
# rCAG RNA binder: r(CAG) repeat RNA binding; AID 651821; 370,000 compounds, 1.3% hits; TO-PRO-1 dye displacement fluorescence; inhibition, % at 3 µM;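 active = inhibition above the plate cutoff, the mean of all test compounds on that plate plus 3 SD, cut at about 35% in these data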;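 also: 0% = DMSO alone and 100% = 100 µM mitoxantrone as full dye displacement; higher means more dye released from RNA so lower well fluorescence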
# TCR CD3 inh: blocks the human TCR-CD3 interaction | AID 651800 | 360,000 compounds, 0.37% hits | inhibition, % at 9.4 µM | TAMRA-labeled TCR probe fluorescence, biochemical; in the data active = inhibition above about 19%;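 also: recombinant mutant TCR 2C K166C tagged with TAMRA read by polarization; 0% = receptor in buffer alone and 100% = receptor with positive control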
# NR1D1 modulator: modulators of human Rev-erb alpha DNA binding; P20393; activity, % at 10 µM; 370,000 compounds, 0.79% hits; Rev-erbα–FITC-DNA binding, fluorescence polarization, 90 min;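 active = activity above about 14%, limit read from the data; passing the limit was not always enough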;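 also: 0% = DMSO wells with 35 nM protein and 100% = DMSO wells with 750 nM protein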
# UHRF1 MBD2 ctr: UHRF1 methyl-DNA binding inhibition; inhibition, % at 4.4 µM; UHRF1 binding to methylated oligo, TR-FRET; 370,000 compounds, 0.75% hits; Q96T88; in the data active = inhibition above about 21%;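 also: UHRF1 SRA domain binding a hemimethylated CpG hairpin DNA probe; 0% = median of test compound wells and 100% = reference inhibitor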
# PRMT1 inh: blocks human protein arginine methyltransferase 1; Q99873; recombinant PRMT1, activity-based probe fluorescence polarization; AID 652257; 370,000 compounds, 1.3% hits; inhibition, % at 2.79 µM;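 active = inhibition above about 21% made by adding two undisclosed values, limit read from the data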
# LEDGF integ inh: blocks HIV-1 LEDGF/p75-dependent DNA integration. TR-FRET IN-LEDGF/p75 DNA integration, Eu/Cy5. inhibition, % at 3.7 µM. 370,000 compounds, 0.64% hits. AID 743269;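 active = inhibition above the screen-wide mean plus 3 SD, cut at about 13% in these data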;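 also: signal is the Cy5 over europium emission ratio at 671 and 618 nm; 0% = plate median of compound wells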
# * = called active by the depositor; x = not tested or not shown. Not all compounds are listed; count on the stated rates, not on these rows.
SMILES,MBD2 DNA inh,HTRA1 inhibitor,PG9 binder,mABHD4 FP,rCAG RNA binder,TCR CD3 inh,NR1D1 modulator,UHRF1 MBD2 ctr,PRMT1 inh,LEDGF integ inh
O=c1c2ccccc2nc(-c2cccs2)n1-c1cnccn1,-6,-3,-1.0,12,2,5,-4,-1,0,1
COc1ccc(-n2c(/C=C/c3ccc(O)c(O)c3)nc3ccccc3c2=O)cc1,4,66*,-0.2,21,18,10,-3,0,-4,0
CCC1=C(C)C(N2CCOCC2)=NP(N2CCOCC2)(N2CCOCC2)=N1,3,0,1.0,7,-2,7,2,-3,-2,1
O=C(CCCC1=NS(=O)(=O)c2ccccc2N1)N1CCC2(CC1)OCCO2,-3,3,-0.8,-2,-3,2,4,-1,-3,4
O=C1NC(=O)C2(CCN(S(=O)(=O)c3ccccc3)CC2)C(=O)N1,6,-3,0.6,-4,-1,-4,-5,2,3,-1
CC(N=Cc1c(O)n(C2CC2)c(=S)[nH]c1=O)c1ccccc1 (stereo not drawn),2,-2,-3.2,5,-3,1,3,5,1,1
CCCC(=O)c1ccc(CP(=O)(OCC)OCC)o1,2,-3,-1.4,3,-3,-1,-3,7,-7,3
O=C(O)CCn1cc(C=C2C(=O)NC(=S)NC2=O)c(-c2cccc(Br)c2)n1,3,-3,1.6,6,1,-3,-2,1,11,-2
c1ccc(CN2Cc3ccccc3-n3nncc3C2)cc1,4,4,-0.9,9,-2,-6,-1,-4,2,1
CCCCn1c(O)c(C(CC)=Nc2cccc(C(=O)O)c2)c(=O)[nH]c1=O,-2,0,1.7,-2,3,-2,0,-6,3,-2
COc1ccc(-c2nc3ccccc3n2OC(=O)N(C)C)cc1,5,-3,-0.1,7,0,6,0,1,-2,0
O=C(NN=Cc1ccc(N(CCCl)CCCl)cc1)c1cccnc1,-1,5,-0.9,1,1,0,0,-1,1,-1
COc1ccc(C(=O)C2CCCN(C3CSCCSC3)C2)c(C)c1 (stereo not drawn),4,-6,-0.1,6,-5,-3,0,3,1,-8
c1ccc(C2NCCc3[nH]cnc32)cc1 (stereo not drawn),2,3,0.2,1,-1,-8,1,2,-5,3
CCn1c(P(C)(=O)O)nc2cc(NC(=O)c3ccccc3F)ccc21,-3,3,-1.5,2,-2,13,2,-2,-4,4
Cc1cc(C=C2C(=O)NC(=S)NC2=O)c(C)n1C1CCCC1,-1,5,-3.2,5,35*,9,-3,-6,7,4
C=CC[N+]1(C)C2CCC1CC(O)C2 (stereo not drawn),0,8,-2.5,6,-4,-2,-4,0,-9,4
COCCCNC(=O)c1c(NC(=O)c2ccccc2Cl)n(Cc2ccccc2)c2nc3ccccc3nc12,-1,-10,0.1,-2,2,9,9,1,-1,4
O=c1[nH]c(=O)n(-c2cccc(Cl)c2)c(O)c1C=NCCCN1CCOCC1,1,0,-0.4,-17,0,-10,5,1,1,2
Cc1ccc(OC(=O)N(C)C[C@H]2OCc3cnnn3CCCC(=O)N([C@H](C)CO)C[C@@H]2C)cc1,3,-10,-1.7,-3,-2,-8,3,3,2,-3
COC(=O)C1=C(c2cc3ccccc3o2)C[C@@H]2CC[C@H]1N2C(=O)NC(C)C,-1,6,-7.8,2,-2,2,-5,-2,0,0
O=C1NC(=O)C(=Cc2c(Cl)cccc2Cl)C(=O)N1,4,1,-0.1,-5,1,-3,-1,0,31*,0
COc1ccc(CC2c3cc(OC)c(OC)cc3CCN2C)cc1OC (stereo not drawn),3,-4,1.1,-4,2,-3,-2,6,6,-4
CC(CC(C#N)(c1ccccc1)c1ccccc1)N(C)C (stereo not drawn),-4,-8,2.6,-3,-3,0,6,-3,-3,0
COC(=O)c1c(C)n(Cc2ccccc2)c2ccc(O)cc12,0,-2,-1.0,-2,-2,-5,-1,3,4,-10
C#C[C@]1(O)CC[C@H]2[C@@H]3CCC4=Cc5nc6nc7ccccc7n6cc5C[C@]4(C)[C@H]3CC[C@@]21C,-3,-8,0.5,-54,7,13,-5,-6,13,2
O=C1NC(=O)N(Cc2ccccc2)C(=O)/C1=C/C=C/c1ccco1,-2,8,-2.5,-4,45*,-13,-4,8,23*,29*
COc1ccc(CC(=O)N(C)C2CCCN(Cc3ccccc3F)C2)cc1OC (stereo not drawn),-1,-4,-1.5,2,-6,-2,-6,0,-3,6
CC1CCN(C(=O)CCl)CC1,2,1,-1.9,-7,-3,1,3,-4,-2,2
COP(=S)(OC)c1c(C)nn(CCC#N)c1NC(=O)c1ccc(Cl)cc1,0,-1,-3.3,6,-1,-5,2,2,1,0
CC(CN1CCOCC1)OC(=O)Cc1ccccc1 (stereo not drawn),2,-3,1.2,0,-2,1,7,1,-2,7
Cc1ccc(-n2c(O)c(/C=N/N3CCOCC3)c(=O)[nH]c2=S)cc1,-7,7,0.7,-20,4,-14,-3,0,-3,-2
COc1ccc(CCn2c(O)c(/C=N/N3CCCCC3)c(=O)[nH]c2=O)cc1OC,4,-2,1.2,-2,0,2,-4,0,-3,0
COc1cc(CN2CCNCC2)cc(OC)c1OC,-4,8,-0.4,0,0,8,0,-2,-2,-1
O=C(Cc1cc(=O)[nH]c(=O)[nH]1)N1CCN(CCO)CC1,5,-5,-4.1,3,2,-10,3,3,5,-5
CC(C)(O)C1C2OC(=O)C1C1(O)CC3OC34C(=O)OC2C14C (stereo not drawn),-2,8,-0.2,3,2,4,-2,2,-1,2
O=[N+]([O-])c1ccc(N2CCNCC2)cc1N1CCCCC1,-10,3,0.9,-2,1,3,3,-12,0,5
COc1ccccc1CC1/C(=N/O)C2CCN1CC2 (stereo not drawn),4,4,1.1,-2,2,-7,-2,14,-2,5
COc1ccc(S(=O)(=O)NC(CC(=O)N2CCC3(CC2)OCCO3)C(C)C)cc1 (stereo not drawn),-5,-2,-1.4,6,-3,1,-3,0,-1,0
CCN1CCN(C(=O)COc2ccc(S(=O)(=O)N(C)Cc3ccccc3)cc2)CC1,-3,3,-0.7,4,-1,-4,1,5,3,0
CN1C(=O)N(C)C(=O)C2(Cc3cc(NC(=O)c4ccccc4)ccc3N3CCCC32)C1=O (stereo not drawn),-2,-27,-0.5,2,17,-3,-3,-3,-3,4
O=c1cccc2n1CC1CC2CN(C(c2ccccc2)c2sc3ncnn3c2O)C1 (stereo not drawn),5,-7,-0.8,-1,1,4,7,1,-3,-3
Cc1c(C(=O)N2CCC3(CC2)OCCO3)sc2ncnc(N3CCN(c4ccccn4)CC3)c12,5,2,-0.8,-7,-9,-9,-2,4,3,-4
CCCC(=O)NC(Oc1ccccc1Cl)C(Cl)(Cl)Cl (stereo not drawn),1,4,-5.0,2,0,6,x,1,-2,0
Cc1cc(/C=C2\C(=O)NC(=O)N(c3ccc(Br)cc3)C2=O)c(C)n1C,-8,-1,-0.1,0,10,-1,4,-3,0,1
N=C1c2ccccc2CN1NC(=O)c1ccco1,4,6,1.1,5,0,-10,-1,3,0,-1
O=C1c2ccccc2C(=O)N1Cc1nc2ccccc2c(=O)n1-c1cccnc1,-8,5,1.3,-1,-1,7,0,-1,2,-3
Brc1ccc2c(c1)C(OC1CN3CCC1CC3)c1ccccc1CS2 (stereo not drawn),-3,-2,2.8,7,10,-1,6,1,2,10
Cc1c2cnn(CC(=O)N3CCC4(CC3)OCCO4)c(=O)c2c(C)n1Cc1ccccc1,-1,1,-0.1,-3,-5,-1,-4,-1,0,0
O=C(c1ccc(C(F)(F)F)cc1)C1CCCN(C2CCSCC2)C1 (stereo not drawn),-1,5,-2.2,-11,-6,4,-4,3,-3,0
COC(=O)C1=C(c2ccc(-c3ccccc3)c(F)c2)C[C@@H]2CC[C@H]1N2C(=O)NC1CC1,-2,-3,-0.4,-13,-1,-4,-6,4,0,4
O=C1NC(=O)C(=Cc2ccsc2)C(=O)N1,-6,-6,-0.9,3,3,2,3,-3,9,-1
Fc1ccc(NC(=S)N2Cc3ccccc3-n3nncc3C2)cc1,0,-5,-1.5,5,4,13,-4,1,2,0
CC(C)(C)n1cc(C(=O)c2ccccc2OCCCF)cn1,-4,-1,1.4,1,-2,1,-2,2,-1,2
Cc1ccc2c(c1)C1C[N+](C)(CC(=O)c3ccc(Cl)cc3Cl)CCC1N2C(=O)c1ccc(F)cc1 (stereo not drawn),0,-4,1.6,7,13,0,2,15,2,-4
COC(=O)C1=C(c2ccc(OCc3ccccc3)cc2)C[C@@H]2CC[C@H]1N2C(=O)NCCCCc1ccccc1,-10,-35,1.5,8,3,9,-10,0,0,-3
O=C1NC(=O)C(=Cc2ccc3ccccc3c2)C(=O)N1,3,1,0.0,9,-2,-2,4,0,16,-1
CC1(C)C(c2ccccc2)=NC(c2cccnc2)N1O (stereo not drawn),-6,5,-0.9,1,-1,-3,-5,0,-3,-3
CC(C)(C)N1Cc2ccccc2C1=N,-3,-3,-1.5,2,-3,0,5,4,-1,1
O=C(CNC(=O)OCc1ccccc1)Nc1ccc(Br)cc1C(=O)c1ccccc1,-2,-49,-0.6,-5,-3,8,0,-3,-1,-3

# Nine compounds out of the list, arranged by SMILES length, ascending.
SMILES,MBD2 DNA inh,HTRA1 inhibitor,PG9 binder,mABHD4 FP,rCAG RNA binder,TCR CD3 inh,NR1D1 modulator,UHRF1 MBD2 ctr,PRMT1 inh,LEDGF integ inh
CC1(C)C(c2ccccc2)=NC(c2cccnc2)N1O (stereo not drawn),-6,5,-0.9,1,-1,-3,-5,0,-3,-3
CCCC(=O)NC(Oc1ccccc1Cl)C(Cl)(Cl)Cl (stereo not drawn),1,4,-5.0,2,0,6,x,1,-2,0
CC(C)(C)n1cc(C(=O)c2ccccc2OCCCF)cn1,-4,-1,1.4,1,-2,1,-2,2,-1,2
Brc1ccc2c(c1)C(OC1CN3CCC1CC3)c1ccccc1CS2 (stereo not drawn),-3,-2,2.8,7,10,-1,6,1,2,10
O=C(c1ccc(C(F)(F)F)cc1)C1CCCN(C2CCSCC2)C1 (stereo not drawn),-1,5,-2.2,-11,-6,4,-4,3,-3,0
O=c1cccc2n1CC1CC2CN(C(c2ccccc2)c2sc3ncnn3c2O)C1 (stereo not drawn),5,-7,-0.8,-1,1,4,7,1,-3,-3
Cc1cc(/C=C2\C(=O)NC(=O)N(c3ccc(Br)cc3)C2=O)c(C)n1C,-8,-1,-0.1,0,10,-1,4,-3,0,1
CN1C(=O)N(C)C(=O)C2(Cc3cc(NC(=O)c4ccccc4)ccc3N3CCCC32)C1=O (stereo not drawn),-2,-27,-0.5,2,17,-3,-3,-3,-3,4
COC(=O)C1=C(c2ccc(-c3ccccc3)c(F)c2)C[C@@H]2CC[C@H]1N2C(=O)NC1CC1,-2,-3,-0.4,-13,-1,-4,-6,4,0,4

# Next entries
SMILES,MBD2 DNA inh,HTRA1 inhibitor,PG9 binder,mABHD4 FP,rCAG RNA binder,TCR CD3 inh,NR1D1 modulator,UHRF1 MBD2 ctr,PRMT1 inh,LEDGF integ inh
O=c1[nH]c(=O)n(Cc2ccco2)c(O)c1C=NC1CCN(Cc2ccccc2)CC1,0,x,-1.5,-2,-6,-3,-3,0,-1,-6
O=C(N/N=C/c1c(O)n(Cc2ccc(F)cc2)c(=S)[nH]c1=O)c1ccncc1,-6,-10,2.2,32*,28,-12,-1,-2,-2,0
CCCCCSc1cc(O)c(C(CNC)C(C)C)cc1OC (stereo not drawn),0,5,-3.5,5,5,2,2,-2,-1,-1
Cc1cccc(NC(=S)N2CC3CC(C2)c2cccc(=O)n2C3)c1C (stereo not drawn),1,5,-1.1,5,2,10,-2,2,-1,1
